# Screens deposited in PubChem by Broad Institute.
# ERAP1 HTS inh = human ERAP1 aminopeptidase inhibitors, primary screen, biochemical, single point, plate reader. Endoplasmic reticulum aminopeptidase 1 (Homo sapiens), Q9NZ08. recombinant ERAP1, Leu-AMC fluorescence, 60 min. inhibition, % at 10.7 µM. 0.15% of 340,000 active;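 active = mean replicate inhibition of at least 30%, or all replicates individually reaching that 30% level; inactive = mean below 30% and not every replicate reaching it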;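 also: 0% = neutral control wells and 100% = L-leucinethiol positive control wells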
# Target sequence (Q9NZ08 whole entry, looked up): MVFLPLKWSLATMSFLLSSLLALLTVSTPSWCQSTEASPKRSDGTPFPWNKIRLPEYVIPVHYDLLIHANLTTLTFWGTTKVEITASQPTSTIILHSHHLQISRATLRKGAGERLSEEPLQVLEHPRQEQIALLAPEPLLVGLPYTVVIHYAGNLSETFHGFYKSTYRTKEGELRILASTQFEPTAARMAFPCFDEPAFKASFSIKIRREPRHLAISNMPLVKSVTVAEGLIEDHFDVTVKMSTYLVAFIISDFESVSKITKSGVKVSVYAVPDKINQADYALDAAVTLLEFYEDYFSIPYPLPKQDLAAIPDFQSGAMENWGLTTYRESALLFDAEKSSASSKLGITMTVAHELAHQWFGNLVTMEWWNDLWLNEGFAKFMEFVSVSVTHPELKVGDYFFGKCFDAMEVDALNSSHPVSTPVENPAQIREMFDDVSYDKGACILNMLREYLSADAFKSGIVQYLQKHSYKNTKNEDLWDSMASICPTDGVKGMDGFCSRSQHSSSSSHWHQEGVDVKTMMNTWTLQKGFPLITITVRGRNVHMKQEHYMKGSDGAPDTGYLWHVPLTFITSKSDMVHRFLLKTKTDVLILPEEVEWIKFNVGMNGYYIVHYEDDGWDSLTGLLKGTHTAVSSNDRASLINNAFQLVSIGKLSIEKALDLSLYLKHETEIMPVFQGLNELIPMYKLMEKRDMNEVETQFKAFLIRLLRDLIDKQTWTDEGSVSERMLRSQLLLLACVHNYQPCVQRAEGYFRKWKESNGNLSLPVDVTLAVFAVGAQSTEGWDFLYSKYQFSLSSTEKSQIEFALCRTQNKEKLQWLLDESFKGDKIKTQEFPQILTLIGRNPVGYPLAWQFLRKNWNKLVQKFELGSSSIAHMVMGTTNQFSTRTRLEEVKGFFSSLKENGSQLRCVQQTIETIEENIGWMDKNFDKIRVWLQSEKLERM
# E-sel inducer = E-selectin induction in HUVECs, primary screen, imaging, HUVEC, immunofluorescence imaging, single point. AID 686992, 2013. normalized: neutral wells 0, TNF-alpha wells 100. 0.37% of 260,000 active. activation, % at 7.58 µM. P16581;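 active = mean E-selectin-positive cell signal at least 10% of the positive control, reached in at least 60% of replicates, without over 20% cell loss; inconclusive = no rule given, readout overlaps actives, possibly toxicity-flagged; inactive = the rest, including those meeting only one limit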;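 also: in these data hits start at about 27%; measured in HUVEC primary endothelial cells; signal is the percent of cells scored E-selectin positive by PE staining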
#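 Assay system: HUVEC primary endothelial cells. Input: 3,000 HUVEC seeded per well. Doses: one compound dose added by pin transfer. Read-out basis: % PE-positive cells. Benchmarks: TNF-alpha high, DMSO low. Detection: immunofluorescence imaging. Buffer or medium: EGM-2, gelatin.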
# S100A4 MyoIIA = inhibitors of S100A4-myosin IIA peptide binding, primary screen, biochemical, fluorescence polarization, TAMRA-MyoIIA peptide; inhibition, % at 10.7 µM; 0.14% of 360,000 active; Protein S100-A4 (Homo sapiens), P26447;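 active = mean inhibition of at least 70% across replicates, with every replicate also reaching that level; inconclusive = mean inhibition reaches 70% but some replicates fall short; inactive = mean inhibition below 70%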
# Target sequence (P26447 whole entry, looked up): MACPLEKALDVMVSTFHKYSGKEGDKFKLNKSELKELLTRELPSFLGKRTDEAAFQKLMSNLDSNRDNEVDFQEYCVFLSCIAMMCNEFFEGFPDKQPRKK
#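 incubation = readout 5 min after mixing, signal stable up to 60 min | system = S100A4 monomer protein | buffer or medium = HEPES pH 7.2 with CaCl2, KCl, NaCl, DTT, Triton | benchmarks = neutral control DMSO, positive control TFP | also added = fluorescent myosin IIA peptide, 5 nM | compound dosing = one concentration per compound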
# RAD54 branch = inhibitors of human RAD54 branch migration, primary screen, biochemical, fluorescence, single point; inhibition, % at 10.4 µM; RAD54 Holliday junction branch migration, FAM/BHQ fluorescence; 0.14% of 360,000 active; DNA repair and recombination protein RAD54-like (Homo sapiens), Q92698;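 active = mean normalized replicate activity at least 40 and at least half of replicates scoring 40 or more; inconclusive = only one of the two criteria met; inactive = mean below 40 and under half of replicates reaching 40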;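 also: 0% = median of neutral control wells and 100% = median of positive control wells; inhibitors cause a drop in the FAM fluorescence signal; in these data hits start at about 50%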
# RAD52 anneal inh = RAD52 DNA annealing inhibitors, primary screen, biochemical, FRET, single point, set 2 | recombinant RAD52 DNA annealing, FRET fluorescence | inhibition, % at 18.7 µM | 0.46% of 360,000 active;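 active = every replicate showing at least 50% inhibition; inconclusive = mean inhibition at least 50% but not in every replicate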
# ERp5 inh = inhibitors of ERp5-driven insulin aggregation, primary screen, biochemical, turbidity, absorbance 650 nm, single point; Protein disulfide-isomerase A6 (Homo sapiens), Q15084; 90 min; inhibition, % at 9.99 µM; 0.05% of 350,000 active; AID 651711, 2012;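 active = mean replicate inhibition above about 25%, with every replicate also reaching it, limit read from the data, passing the limit was not always enough; inconclusive = only one of those two criteria met; inactive = neither criterion met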
# esBAF inh = Bmi1 luciferase reporter increase in mESCs, primary screen, esBAF inhibitor project, mouse ES cells, Bmi1 luciferase knock-in, single point; reporter increase, % at 12.5 µM; AID 602393, 2012; 24 h; 100% = twice the neutral-well signal; 2% of 350,000 active; in the data active = activation above about 40%; inconclusive = no clear call, values can overlap the other calls;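 also: 0% = median of the plate's neutral control wells and 100% = double that signal; a rise in the Bmi1 reporter signal indicates esBAF inhibition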
# Xi reactivation = activators of inactive X chromosome reactivation, primary screen, imaging, XiGFP fibroblasts, GFP high-content imaging, set 2; XiGFP mouse fibroblasts, % GFP-positive cells imaging, 3 d; cells co-treated with 5-aza-dC sensitizer; scaled so ellipticine positive control = 100%; activation, % at 7.58 µM; 0.055% of 360,000 active; AID 743238, 2013;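 active = mean normalized replicate activation at least 10% and every replicate at or above 10%; inconclusive = only one of the two criteria met; inactive = mean below 10% and not all replicates reach 10%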;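 also: 0% = median of on-plate neutral control wells and 100% = ellipticine 6 µM median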
#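 assay system = SV40-immortalized XiGFP fibroblast cells, line 68-5-11 | buffer or medium = DMEM plus 5-aza-dC sensitizer | doses = single-point pinned compound dosing | times = 3-day compound exposure, then 15 min fixation at room temperature | benchmarks = positive control ellipticine, 6 µM final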
# Starred values were filed as active, the others as inactive; u = inconclusive; x = not tested or not shown; & = joins results of further samples.
structure	ERAP1 HTS inh	E-sel inducer	S100A4 MyoIIA	RAD54 branch	RAD52 anneal inh	ERp5 inh	esBAF inh	Xi reactivation
CC(C)C[C@@H](CNCC(=O)[C@H](CC(C)C)NC(=O)c1[nH]cnc1C(=O)N[C@H](CN)CC(C)C)NC(=O)c1nc[nH]c1C(=O)N[C@@H](Cc1ccccc1)C(=O)O	x	0.0	-8	-12	-13	7	5	0.0
Cc1c(C(=O)N2CCOCC2)c(S(=O)(=O)Nc2cccc(Br)c2)c(C)n1C	4	x	3	6	-7	4	8	0.1
CC(C)C(=O)O/N=C1\CCS(=O)(=O)c2sccc21	0	0.8	-6	x	-19	2	x	-0.1
CCOc1ccc(S(=O)(=O)NCCC(=O)N(CC)CC(=O)Nc2c(F)cccc2F)cc1	3	x	-4	9	-6	-1	-3	-0.1
COc1ccc(OCc2nnc(SCC(=O)N3CCOCC3)o2)cc1	3	x	6	x	-13	1	x	0.1
C[C@H]1CN([C@@H](C)CO)C(=O)Cc2cc(NC(=O)Nc3ccc4c(c3)OCO4)ccc2O[C@@H]1CN(C)S(C)(=O)=O	-2	-3.3	20	x	-14	-3	x	0.0
CC(=O)c1ccc(NC(=O)c2noc(C)c2[N+](=O)[O-])cc1	-2	0.3	0	8	2	5	23	0.3
COc1cccc(-c2cc(C(=O)N3CCN(C(=O)c4ccco4)CC3)[nH]n2)c1	3	x	34	-5	-3	8	-1	0.1
Cn1cc(C[C@@H](N)C(=O)O)c2ccccc21	3	x	-73	x	19	0	x	x
COc1ccccc1NC(=O)C(C)OC(=O)Cc1n[nH]c(=O)c2ccccc12 (configuration not stated)	3	-0.2	-4	5	-12	5	-6	-0.1
CCc1ccc2c(c1)c1nnc(NN)nc1n2C	1	0.0	-10	9	-13	0	x	0.0
CCn1c(CNC(=O)c2cccc(C)c2)nnc1SCC(=O)NC1CCCC1	-2	x	-2	3	2	1	6	0.7
CN(CCO)C(=O)CCC(=O)Nc1ccc(S(N)(=O)=O)cc1	1	x	3	9	-13	4	0	x
COC(=O)C[C@@H]1CC[C@@H]2[C@@H](COc3ccc(NC(=O)c4ccc(F)cc4)cc3C(=O)N2C)O1	3	0.0	-2	5	0	-2	0	0.2
O=C(OCC(=O)c1ccc(Cl)s1)c1ccc(CO)cc1	1	-1.3	-3	1	-5	3	x	0.0

# (next part)
structure	ERAP1 HTS inh	E-sel inducer	S100A4 MyoIIA	RAD54 branch	RAD52 anneal inh	ERp5 inh	esBAF inh	Xi reactivation
O=C1C=C(C#Cc2ccc(Oc3ccccc3)cc2)C[C@@H](c2ccc(F)cc2)C1	2	0.5	1	1	-14	7	0	0.1
COc1cccc(N2CC(C(=O)Nc3nnc(SCC(=O)N4CCOCC4)s3)CC2=O)c1 (configuration not stated)	0	-0.1	-5	2	-48	-1	12	0.1
COc1ccc(S(=O)(=O)N2CCNC(=O)C2)cc1Br	2	x	-2	2	1	-1	2	0.1
C[C@@H]1CN([C@@H](C)CO)C(=O)c2cc(N(C)C)ccc2O[C@@H]1CN(C)S(=O)(=O)c1ccc(F)cc1	-1	-0.1	3	4	-2	0	3	-0.6
O=C(CSc1ccc(S(=O)(=O)N2CCOCC2)cn1)Nc1ccc(OC(F)F)cc1	-1	x	-1	6	-19	-5	2	-0.2
O=C(Nc1ccccc1F)N1[C@@H]2CNC[C@H]1C2c1ccc(-c2cccnc2)cc1 (some centres not stated)	2&1	-0.1&0.4	0&-1	x	-7&1	1&2	x	0.0&0.0
Cc1cc2oc(=O)cc(CN3CCN(Cc4ccccc4)CC3)c2cc1O	-28	0.7	-2	7	0	8	-1	0.0
Cn1c(-c2cccc([N+](=O)[O-])c2)cnc1NCc1ccc(C#N)cc1	-5	-1.2	-5	x	-9	0	x	-0.1
CCOC(=O)c1[nH]c2ccccc2c1NC(=O)C(C)(C)C	5	3.5	0	-1	-10	4	1	0.1
CC(C)N(C(=O)Cn1cc(SCC(N)=O)c2ccccc21)C(C)C	2	x	0	x	-4	2	x	0.0
Cc1ccc(NC(=O)c2nccnc2C(=O)O)cc1C	1	0.0	-1	-12	-19	-1	3	0.0
Nc1ccccc1C(=O)NC1CCCNC1=O (configuration not stated)	8	2.3	-2	0	-3	-2	x	0.3
O=C(Cc1nc2ccccc2[nH]1)c1cccc([N+](=O)[O-])c1	3	0.1	-9	x	-22	7	-25	0.2
Cc1cc(C)n2c(SCC#N)nnc2n1	x	0.0	4	-8	-15	5	-4	0.3
C[C@@H]1CN([C@@H](C)CO)C(=O)c2cc(NS(=O)(=O)c3ccccc3)ccc2O[C@H]1CN(C)Cc1ccc(Oc2ccccc2)cc1	x	0.8	x	1	x	x	5	-0.3

# Continuation:
structure	ERAP1 HTS inh	E-sel inducer	S100A4 MyoIIA	RAD54 branch	RAD52 anneal inh	ERp5 inh	esBAF inh	Xi reactivation
O=C(N[C@H]1CC[C@@H](CCNS(=O)(=O)c2ccc(Cl)cc2)O[C@@H]1CO)c1cccc(F)c1	6	-0.9	56	-1	1	1	4	0.1
Cc1ccc(NC(=O)CN2C(=O)NC(C)(C3CC3)C2=O)c(C)c1 (configuration not stated)	0	x	-9	x	-22	2	-4	0.0
CCCCCC(=O)N1C[C@@H](n2cc(C3CC3)nn2)[C@H](O)C[C@@H]1c1ccc(Cl)cc1	-1	-0.1	-5	5	-3	3	-6	-0.1
C=COCCNC(=S)N1CCOCCOCCN(C(=S)NCCOC=C)CCOCCOCC1	4	-0.7	-2	x	-14	8	x	0.1
Nc1ncnc2c(C3OC(CO)C(O)C3O)c[nH]c12 (configuration not stated)	-8	-0.3	2	x	-13	10	x	1.1
CCOc1ccc2oc(C(=O)N3CCN(Cc4ccccc4)CC3)c(C)c2c1	0	x	7	-4	3	-1	-6	0.2
CN(Cc1ccc(F)cc1)C(=O)c1sccc1-c1ccccc1	-2	-0.1	1	11	3	-31	1	0.0
O=C(c1ccccc1F)N1CCN(c2ccccn2)CC1	0	x	-3	-6	-2	-4	-11	0.0
CN1C(=O)c2cc(NC(=O)c3cccc(F)c3)ccc2OC[C@H]2O[C@@H](CC(=O)NCc3ccccc3Cl)CC[C@@H]21	-1	0.2	0	2	3	5	7	0.0
CN1CCN(c2ccc(-c3cc(NC=O)c4ncc(-c5ccc(F)c(Cl)c5)n4c3)cc2)CC1	10	-0.2	-4	11	-39	-1	11	0.0
O=C(NCc1ccc(F)cc1)C1CCCN1C(=O)Nc1ccc(F)cc1 (configuration not stated)	-2	x	-4	-2	2	6	-7	0.0
COCC(=O)Nc1ccc2c(c1)[C@@H]1C[C@H](CC(=O)NCC3CC3)O[C@H](CO)[C@@H]1O2	2	-0.5	8	-11	1	-2	1	0.4
O=C(N[C@H]1CC[C@H](CCNS(=O)(=O)c2ccc(F)cc2)O[C@H]1CO)C1CC1	0	0.2	13	0	0	-3	0	-0.1
Cc1cccc(N(Cc2ccccc2)C(=O)c2ccc(S(C)(=O)=O)cc2)c1	-1	-1.0	-2	0	-134	7	3	-0.1
CCCn1nc(C(=O)NNC(=O)c2cc(S(=O)(=O)NC)ccc2Br)c2ccccc2c1=O	1	0.6	-19	x	-17	-2	x	1.2

# (list continues)
structure	ERAP1 HTS inh	E-sel inducer	S100A4 MyoIIA	RAD54 branch	RAD52 anneal inh	ERp5 inh	esBAF inh	Xi reactivation
NC(=O)[C@@H]1CCCN1C(=O)[C@@H](Cc1cnc[nH]1)NC(=O)[C@@H]1CCC(=O)N1	0	-0.2	1	4	0	0	0	0.3
CC(=O)OCC(OC(C)=O)C(OC(C)=O)C(OC(C)=O)C(=O)Nc1ccccc1 (configuration not stated)	-6	x	-3	x	-17	1	x	0.0
CNc1ncnc(Sc2ccc(Cl)cc2)c1[N+](=O)[O-]	-2	0.2	-1	0	0	1	x	u
O=C(Nc1ccc2c(c1)OCO2)N[C@H]1CC[C@H](CCNC(=O)C2CCCCC2)O[C@H]1CO	1	-1.5	-1	-9	-3	-9	2	-0.2
CO[C@H]1CN(C)C(=O)c2ccc(NC(=O)C3CC3)cc2OC[C@H](C)N(CC2CCCC2)C[C@H]1C	1	-0.3	7	9	14	-6	8	0.3
CCC(=O)N(C)C[C@H]1Oc2ncc(C#C[C@@H](C)O)cc2C(=O)N([C@H](C)CO)C[C@H]1C	3	-0.1	26	-5	-17	-1	2	-0.3
Cc1ccccc1-c1nnc(SCC(=O)Nc2cccnc2Cl)o1	-1	-0.2	-2	-8	-7	1	-37	0.0
CC(C)CCNC(=O)CN1N=C(c2ccc(Cl)cc2)CCC1=O	1	x	-4	5	-11	-3	7	0.0
COc1ccc(Nc2nc3c(C)cccn3c(=O)c2C=O)cc1	1	x	-2	8	-5	6	-2	0.0
C(=N\Nc1ccccn1)/c1ccc(N2CCOCC2)cc1	5	x	0	x	-27	3	x	0.5
CCC(CC)C(=O)c1c[nH]c(C(=O)NCc2ccc(F)cc2)c1	-5	x	-3	0	-9	1	0	0.2
CCC(=O)NCCn1ccc2ccccc21	-1	1.1	-2	5	-14	1	2	0.0
CC(=O)Nc1ccc(/C=N/N2C(=O)NC(C)(c3ccc(OC(F)F)cc3)C2=O)cc1 (configuration not stated)	-3	x	-11	x	6	7	x	0.5
CC(/C=C/c1ccccc1)NC(N)=O (configuration not stated)	11	x	28	-3	-8	9	-5	x
Cn1cnc2c1c(=O)n(CC(O)CO)c(=O)n2C (configuration not stated)	x	-0.4	-2	4	x	x	-5	x

# New compounds follow.
structure	ERAP1 HTS inh	E-sel inducer	S100A4 MyoIIA	RAD54 branch	RAD52 anneal inh	ERp5 inh	esBAF inh	Xi reactivation
C[C@H]1CN([C@@H](C)CO)C(=O)c2cc(NC(=O)C3CCCCC3)ccc2O[C@H]1CN(C)C	0	-0.3	5	5	4	10	-6	0.1
COc1cccc(/C=C2\Oc3cc(OC(=O)N4CCOCC4)ccc3C2=O)c1	x	x	2	x	-27	2	x	0.0
O=C1COc2ccc(-c3csc(NCCc4ccccc4)n3)cc2N1	-4	4.4	-10	x	-11	1	x	0.0
COc1ccc(NC(=O)N(C)C[C@H]2Oc3cc(-c4ccncc4)ccc3S(=O)(=O)N([C@H](C)CO)C[C@H]2C)cc1	1	0.1	2	-8	-2	2	-6	0.0
CC(c1ccon1)N(C)C(=O)c1ccc2nc(Cc3cccc(Cl)c3)oc2c1 (configuration not stated)	7	x	1	-8	5	2	-1	0.0
CCn1c(=N)n(CC(=O)C(C)(C)C)c2ccccc21	-3	x	-7	-9	-17	5	0	x
